From PubChem BioAssay
SENP8 inh = blocks human SENP8 cleavage of Nedd8 substrate | AID 602440 | Q96LD8 | inhibition, % at 20 µM | recombinant SENP8, Nedd8 substrate fluorescence | 0.64% of 360,000 active; in the data active = inhibition mostly above about 40%, no sharp cut-off; inactive = mostly below about 27%
Target sequence (Q96LD8 whole entry, looked up): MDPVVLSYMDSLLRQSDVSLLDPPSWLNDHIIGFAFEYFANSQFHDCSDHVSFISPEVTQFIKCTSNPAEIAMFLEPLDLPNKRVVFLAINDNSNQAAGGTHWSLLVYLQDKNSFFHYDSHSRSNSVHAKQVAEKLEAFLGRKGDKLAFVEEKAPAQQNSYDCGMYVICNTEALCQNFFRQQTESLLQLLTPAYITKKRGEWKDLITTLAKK
ATG4B inh = blocks human ATG4B protease cleavage of LC3 substrate | ATG4B cleavage of LC3-PLA2, NBD-HPC fluorescence, 1 h | inhibition, % at 8.33 µM | AID 504462 | 0.51% of 340,000 active; in the data active = inhibition above about 40%
SENP6 block = inhibitors of human SENP6 protease | Q9GZR1 | Recombinant SENP6 catalytic domain, aminoluciferin luminescence | inhibition, % at 10 µM | 1.8% of 330,000 active | AID 2599;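 active = inhibition above about 50% at the single tested dose, limit read from the data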;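 note: plate controls were DMSO wells with enzyme for no effect and DMSO wells lacking enzyme for full effect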
Target sequence (Q9GZR1 628-1112 limits assumed): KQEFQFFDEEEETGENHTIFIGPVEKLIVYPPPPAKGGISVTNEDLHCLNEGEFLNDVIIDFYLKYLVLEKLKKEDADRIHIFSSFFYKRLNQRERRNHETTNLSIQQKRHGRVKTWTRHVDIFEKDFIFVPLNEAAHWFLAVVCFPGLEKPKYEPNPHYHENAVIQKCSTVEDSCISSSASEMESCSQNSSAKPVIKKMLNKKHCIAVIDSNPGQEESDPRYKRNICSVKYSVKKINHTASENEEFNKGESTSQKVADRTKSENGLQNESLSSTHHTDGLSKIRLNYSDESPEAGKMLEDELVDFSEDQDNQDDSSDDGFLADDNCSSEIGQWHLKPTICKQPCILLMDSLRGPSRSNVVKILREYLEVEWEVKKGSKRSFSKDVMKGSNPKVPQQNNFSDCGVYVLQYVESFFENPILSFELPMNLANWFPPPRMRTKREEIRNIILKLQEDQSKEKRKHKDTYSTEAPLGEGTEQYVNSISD
SENP7 inh = SENP7 protease inhibition; Q9BQF6; recombinant SENP7, Z-RLRGG-aminoluciferin luminescence, 40 min; inhibition, % at 5 µM; 1.5% of 330,000 active; AID 434973;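 active = inhibition above about 50% at the single test dose, limit read from the data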;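 note: plate controls were DMSO with enzyme for no effect and no enzyme buffer wells for full effect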
NR3A LBD binder = NR3A (human) ligand-binding domain modulation. 2.5% of 340,000 active. NR3A LBD differential scanning fluorimetry, Tm shift; 0% = protein alone, 100% = glycine-bound protein. AID 1259313. Tm shift relative to glycine control, % at 25 µM;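 active = melting temperature shift of at least 10% of the positive control shift, at one fixed dose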
HKDC1 inh = blocks human hexokinase HKDC1 activity | 0.16% of 340,000 active | recombinant HKDC1, G6PDH/diaphorase resazurin coupled fluorescence | inhibition, % at 20 µM | Q2TB90;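 active = inhibition above about 35% when tested at 20 µM, limit read from the data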;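 note: plate controls were DMSO wells with enzyme for no effect and DMSO wells lacking enzyme for full effect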
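System: Recombinant HKDC1 hexokinase | Amount: HKDC1 at 5 µg/mL | Reagent: Glucose with 1 mM ATP | Doses: Single 20 µM dose | Incubation: Reaction time 90 min, room temperature, protected from light | Signal: Coupled resazurin fluorescence, excitation 525 nm, emission 613 nm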
PfGluPho inh = PfG6PD (Plasmodium falciparum) enzyme inhibition | PfGluPho enzyme, NADPH resazurin-diaphorase fluorescence | inhibition, % at 20 µM | 0.78% of 350,000 active | AID 504690;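 active = inhibition reaching at least a set limit at 20 µM in the primary screen, cut at about 59% in these data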;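 note: 0% = DMSO wells with substrate and 100% = DMSO wells lacking glucose-6-phosphate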
MPTP block = permeability transition pore inhibition | isolated mouse mitochondria, Ca2+ swelling absorbance, 30 min | inhibition, % at 10 µM | 1.4% of 360,000 active | AID 602449;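 active = inhibition of 50% or more, scaled per plate between neutral and stimulator controls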;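 note: 0% = DMSO wells given calcium and 100% = 1 mM EGTA wells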
Active calls of the source: *; . = not tested or not shown.

molecule,SENP8 inh,ATG4B inh,SENP6 block,SENP7 inh,NR3A LBD binder,HKDC1 inh,PfGluPho inh,MPTP block
O=C(CSc1nc2ccccc2[nH]1)Nc1nc(-c2ccc(Br)cc2)cs1,-5,30,-22,-4,35*,-7,12,24
c1ccc(Nc2nc(N3CCOCC3)nc(N3CCOCC3)n2)cc1,22,-3,-15,6,0,-1,-1,-2.8
O=C(O)CCC(=O)Nc1ccc(/C=C/C(=O)C2CC2)cc1,-102,2,21,0,-1,-10,3,-1.7
O=C(NCC1CCCO1)c1cc2c([nH]c3ccccc32)c(-c2cccc(Br)c2)n1 (stereo not drawn),-5,-18,-13,4,2,7,28,-0.6
COc1ccccc1NC(=O)c1cccc(NC(=O)c2ccco2)c1,13,-3,-22,-9,0,-3,-2,-1.5
CCCS(=O)(=O)Nc1c(OC)ccc2c1c(C(=O)OCC)c(C)n2C,10,-6,-16,12,-3,-16,-2,-2.2
Cc1ccc(Sc2ncccc2C(=O)N(C)Cc2cccs2)c(C)c1,20,3,-9,2,-5,-1,4,-1.4
Cc1ccc(S(=O)(=O)N2CCC(C(=O)OC(C)C(=O)NCc3ccccc3)CC2)cc1C (stereo not drawn),-2,-1,-5,13,1,-9,-15,-0.8
O=C(NNc1cccc(Cl)n1)C(F)(F)F,5,9,-26,-3,2,-12,18,0.5
Cc1ccc(Cl)cc1N1CCN(C(=O)C2CCCN(S(=O)(=O)c3cnc[nH]3)C2)CC1 (stereo not drawn),8,-11,2,2,5,-1,-1,-0.4
O=C(c1cccc(S(=O)(=O)N2CCOCC2)c1)N(Cc1nnc(-c2ccccc2Cl)o1)C1CC1,17,0,-8,3,2,-5,-10,0.5
Cc1ccc2ccc(C)[n+](CCCS(=O)(=O)[O-])c2c1,-49,-3,-6,-13,1,6,2,-0.4
COc1ccc(N(CC(=O)N/N=C/c2ccc(C(=O)O)cc2)S(=O)(=O)c2ccc(NC(C)=O)cc2)cc1,6,-10,11,-12,5,4,-1,0.7
O=C1OCCC1Sc1nc2ccccc2s1 (stereo not drawn),10,-3,-25,-3,-2,-4,4,-1.1
Cc1ccc(Cl)cc1N1CCN(C(=O)c2cn(C)c(=O)c3c2c2ccccc2n3C)CC1,-310,11,-8,-4,-9,-4,18,-2.7
Cc1cccc(NC(=O)COC(=O)c2cc3ccccc3oc2=O)c1,-78,2,-8,5,1,2,-12,-0.6
CCCOc1ccc(Cc2c(Cl)nc(SC)nc2OC)cc1,20,-2,-10,-1,-5,-6,9,8.2
O=S(=O)(NC1=NCCCCC1)c1ccc(Cl)cc1,10,-2,-4,2,-1,0,-3,0.4
COc1ccc(Cl)cc1C(=O)NNC(=O)COC(=O)CCN=C1NS(=O)(=O)c2ccccc21,-12,-10,3,-5,-1,-5,-3,-3.7
Cc1cc(C)c2ccc(=S)[nH]c2n1,-7,2,-28,3,0,-3,33,-0.4
CCCNc1nc(=S)n(-c2ccccc2)c(C)c1C(C)=O,20,6,7,5,-3,-11,-5,1.2
CN1CCN(CCOc2ccc(Cl)c(Cl)c2)CC1,19,6,5,6,-4,0,-12,21
COC(=O)C1=C(C)N(C)C(=O)NC1c1ccccc1 (stereo not drawn),22,-1,-22,6,0,0,-8,-2.9
Cc1cccc(NC(=O)C(CC(C)C)NC(=O)C2CCC(C)CC2)n1 (stereo not drawn),13,-4,17,7,0,0,2,1.6
COc1ccccc1/C=C/C=N/NC(=O)Cc1cccn1C,-52,8,1,-4,-4,10,-14,2.3

Single records, from the list above. Values in the order: SENP8 inh | ATG4B inh | SENP6 block | SENP7 inh | NR3A LBD binder | HKDC1 inh | PfGluPho inh | MPTP block
O=C1OCCC1Sc1nc2ccccc2s1 (stereo not drawn) in the list: 10 | -3 | -25 | -3 | -2 | -4 | 4 | -1.1
Cc1cccc(NC(=O)COC(=O)c2cc3ccccc3oc2=O)c1 in the list: -78 | 2 | -8 | 5 | 1 | 2 | -12 | -0.6
COc1ccc(Cl)cc1C(=O)NNC(=O)COC(=O)CCN=C1NS(=O)(=O)c2ccccc21 in the list: -12 | -10 | 3 | -5 | -1 | -5 | -3 | -3.7
Cc1ccc(Cl)cc1N1CCN(C(=O)C2CCCN(S(=O)(=O)c3cnc[nH]3)C2)CC1 (stereo not drawn) in the list: 8 | -11 | 2 | 2 | 5 | -1 | -1 | -0.4

Further results:
molecule,SENP8 inh,ATG4B inh,SENP6 block,SENP7 inh,NR3A LBD binder,HKDC1 inh,PfGluPho inh,MPTP block
COc1cc(CN2CCN(C(=O)CC(C)C)CC2)cc(OC)c1O,10,3,9,11,-3,-12,-3,-1.0
O=c1c(O)cccc2cc(O)c(O)c(O)c12,60*,6,-52,-3,-5,31,-4,4.9
OCCNCCOc1ccccc1F,9,-7,17,-8,-2,-6,8,-3.3
COc1ccccc1OCCCCn1ncc2ccc(OC)c(OC)c2c1=O,-49,-1,-8,-13,-1,2,-3,0.9
O=C(Nc1ccccc1)c1ccccc1CSc1ccccc1,5,15,-6,3,-9,3,15,-0.3
Cc1ccc(CNC(=O)c2ccccc2-n2cnnn2)cc1,10,2,6,2,-3,-2,-17,0.2
O=C(COC(=O)CCSc1ccc(Cl)cc1)NCc1ccccc1Cl,20,29,12,10,-16,1,8,1.1
O=C(Nc1cccc(Cl)c1)c1cccc(N2C(=O)C3CC=CCC3C2=O)c1 (stereo not drawn),4,-16,-24,-8,-10,0,12,0.3
COC(=O)c1[nH]c2cccc(C)c2c1NC(=O)CN1CCCc2ccccc21,-62,0,-1,-3,-2,-12,5,3.4
COc1ccc(OCC(=O)OC(C)CN2CCOCC2)cc1 (stereo not drawn),7,-14,0,-6,-1,-1,4,-4.0
Cc1sc2nc[nH]c(=O)c2c1-c1ccc(F)cc1,-14,4,-12,-13,1,-5,-8,0.6
Cc1cccc(NC(=O)CNC(=O)CSc2nc(N)cc(N)n2)c1C,11,-1,-21,-6,2,-3,-8,0.7
Cc1ccc(Nc2cccccc2=O)cc1,24,17,13,10,1,1,14,-4.9
C/C(Cl)=C/Cn1c(N2CCCC2)nc2c1c(=O)[nH]c(=O)n2C,11,1,18,-1,-3,-1,2,0.3
COc1cccc(C2=NO[C@@H]3C(=O)N(c4ccc5c(c4)OCCO5)C(=O)[C@H]23)c1OC,13,-6,7,2,-2,9,3,3.4
O=C(NNS(=O)(=O)c1ccccc1)C1CCN(S(=O)(=O)c2ccccc2)CC1,19,-5,7,7,1,0,4,-0.3
COc1ccc(CCNC(=O)c2ccc(Cl)cc2Cl)cc1OC,10,3,4,-6,-1,-11,-8,1.2
Cc1ccc(-c2nnn(CC(=O)N(Cc3cccs3)C(C(=O)NC3CCCC3)c3ccco3)n2)o1 (stereo not drawn),2,0,-7,-2,1,-5,-14,2.2
Cc1ccc(-c2nnc(SCC#CCOC(=O)c3ccco3)o2)cc1,10,-18,-22,12,0,6,4,0.4
O=C1/C(=C/c2ccccc2)Nc2ccccc21,0,18,-11,-6,-1,-9,-9,-1.2
CCOc1cc(N2CCOCC2)c(OCC)cc1NC(=O)C(NC(=O)c1ccco1)C(C)C (stereo not drawn),14,-4,4,-2,-1,-1,-1,-0.5
COCc1cc(=O)n2[nH]c(N)nc2n1,14,-7,-6,1,0,-3,9,1.3
CCCNc1nc(OCC(F)(F)F)nc(OCC(F)(F)F)n1,7,-8,2,2,0,-2,-12,-1.2
O=C(Cc1cccs1)NCc1ccccc1,4,1,6,-3,3,-9,-2,-2.0
O=C(/C=C/c1ccc(OCc2c(F)cccc2Cl)cc1)N1CCOCC1,3,11,-6,3,-1,-3,1,-0.7

NR3A LBD binder, what is marked active above.
SMILES,ATG4B inh,SENP6 block,SENP7 inh,NR3A LBD binder,HKDC1 inh,PfGluPho inh,MPTP block
O=C(CSc1nc2ccccc2[nH]1)Nc1nc(-c2ccc(Br)cc2)cs1,30,-22,-4,35*,-7,12,24

(continued)
molecule,SENP8 inh,ATG4B inh,SENP6 block,SENP7 inh,NR3A LBD binder,HKDC1 inh,PfGluPho inh,MPTP block
CC(C)C(=O)NC(=S)Nc1ccc(S(=O)(=O)Nc2nccs2)cc1,15,-6,5,1,3,6,-9,-0.7
Cc1oc(-c2ccccc2)cc1C(=O)Nc1ccccc1,24,-6,6,5,4,-1,13,-2.7
CCOCCCNC(=O)C1(O)c2cc(Br)ccc2NC(=O)N1c1ccc(OCC)cc1 (stereo not drawn),9,-2,15,-2,12*,-9,11,-0.2
O=C(O)CCC(=O)Nc1ccc(Cc2ccc(NC(=O)CCC(=O)O)cc2)cc1,19,-2,15,0,1,-3,-30,-0.8
CC(=O)NCCc1nc2ccccc2[nH]1,18,-2,8,-2,-4,-3,-2,-1.0
CCC1(CC)NC(=O)N(CC(=O)OCC(=O)c2cc(C)c(C)cc2C)C1=O,-2,-5,-11,-7,2,-1,-2,-1.6
CN1C2=CC=CC=CC2=[N+](C)C12C([N+](=O)[O-])=CC(=[N+]([O-])[O-])C=C2[N+](=O)[O-] (stereo not drawn),23,6,12,-6,-2,0,6,9.6
Cc1cccc(NC(=O)N2CCCc3ccccc32)c1C,-1,-4,-6,17,0,-12,12,0.0
OCCC1CN(Cc2cccn2-c2nccs2)CCN1Cc1ccccc1 (stereo not drawn),11,1,-2,-1,1,-7,5,-0.2
CCOc1ccc(C(C)=O)cc1CSc1nnc(-c2ccoc2C)n1N,2,-11,-3,0,1,5,20,1.2
O=C(Nc1ccc(SC(F)F)cc1)C1CC(=O)N(Cc2ccccc2)C1 (stereo not drawn),-2,-10,0,-6,-1,2,20,0.6
COc1cc(CNCCN2CCOCC2)ccc1OCc1ccc(Cl)cc1Cl,11,-8,-8,-10,0,-6,-2,7.3
c1ccc2oc(C3=NNC(=NC4CC4)SC3)cc2c1,-110,-9,-17,-10,2,-47,23,0.7
O=C(Nc1ccc2[nH]ncc2c1)c1cccc(F)c1,15,-2,0,1,6,1,6,1.2
Brc1ccc(-c2nc(-c3ccncc3)no2)cc1,22,-1,7,73*,3,1,-20,0.3
Cc1ccc(C(=O)Cn2c(=N)n(CCN3CCOCC3)c3ccccc32)cc1,7,-1,-6,7,-1,2,39,1.1
O=C1NC[C@H](Cc2ccccc2)N(CC2CCN(CCc3ccccc3)CC2)C1=O,6,.,.,.,0,-7,-3,0.0
COc1cccc(CN2CCNC(=O)C2CC(=O)N(C)CCC2CCOCC2)c1OC (stereo not drawn),-32,4,-2,0,1,7,4,0.8
COCCCn1c(C(=O)N2CCOCC2)cc2c(=O)n3ccccc3nc21,-397,5,0,-1,-6,-4,-11,-1.3
